L929 necroptosis: blocks zVAD induced death of L929 cells. L929 zVAD necroptosis rescue, ATP luminescence, 24 h; with zVAD 60 µM. viability rescue, % at 10 µM. hit rate 0.38% among 220,000;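 active = activation, scaled between plate controls, above about 75%, limit read from the data; inactive = activation under that limit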;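 note: 0% = zVAD with DMSO and 100% = DMSO alone without zVAD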
KLK5 inh: blocks human kallikrein 5 protease activity | recombinant hK5, fluorogenic AMC substrate cleavage | hit rate 0.59% among 210,000 | inhibition, % at 5 µM | Q9Y337;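 active = inhibition of 40% or more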;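 note: 0% = enzyme controls without compound and 100% = no-enzyme blanks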
Target sequence (Q9Y337 67-293 limits assumed): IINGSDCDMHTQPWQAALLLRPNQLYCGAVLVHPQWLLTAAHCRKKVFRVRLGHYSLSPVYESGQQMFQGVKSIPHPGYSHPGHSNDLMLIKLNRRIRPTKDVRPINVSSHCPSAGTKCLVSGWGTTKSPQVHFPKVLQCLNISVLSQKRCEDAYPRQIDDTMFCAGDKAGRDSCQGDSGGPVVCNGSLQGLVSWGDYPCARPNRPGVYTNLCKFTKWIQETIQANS
FXIa inh: blocks human coagulation factor XIa protease activity; purified FXIa, Boc-Glu-Ala-Arg-AMC fluorogenic substrate; P03951; inhibition, % at 5 µM; hit rate 0.14% among 220,000;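 active = inhibition of at least 40%; inactive = inhibition below 40%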;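 note: fluorescence of freed AMC excited at 355 nm; 0% = enzyme without compound and 100% = no enzyme blank; many of its hits are not listed in these tables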
Target sequence (P03951 19-387 limits assumed): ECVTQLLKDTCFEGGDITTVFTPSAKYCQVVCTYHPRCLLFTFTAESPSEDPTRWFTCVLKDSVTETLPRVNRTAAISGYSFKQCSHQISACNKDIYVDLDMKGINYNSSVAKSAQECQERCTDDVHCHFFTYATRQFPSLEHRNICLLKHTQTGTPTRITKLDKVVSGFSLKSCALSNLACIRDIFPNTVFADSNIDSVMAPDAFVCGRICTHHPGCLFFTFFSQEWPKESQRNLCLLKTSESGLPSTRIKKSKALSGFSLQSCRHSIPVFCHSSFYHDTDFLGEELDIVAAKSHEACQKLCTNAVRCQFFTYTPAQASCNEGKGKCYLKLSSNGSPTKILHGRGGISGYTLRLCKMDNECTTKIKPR
Target sequence (P03951 388-625 limits assumed): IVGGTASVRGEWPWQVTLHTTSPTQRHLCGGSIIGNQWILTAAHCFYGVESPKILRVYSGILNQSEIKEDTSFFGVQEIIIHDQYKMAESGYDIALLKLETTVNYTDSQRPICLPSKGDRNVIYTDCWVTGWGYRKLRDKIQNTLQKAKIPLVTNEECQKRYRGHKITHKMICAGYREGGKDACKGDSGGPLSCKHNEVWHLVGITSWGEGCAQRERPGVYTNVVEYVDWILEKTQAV
Hck Nef HTS: blocks Nef-activated human Hck kinase | P08631 | Recombinant Hck-YEEI plus Nef, Z-Lyte FRET kinase assay | inhibition, % at 20 µM | hit rate 0.68% among 220,000;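 active = Hck-Nef kinase inhibition above about 50%, limit read from the data; inactive = inhibition below that limit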;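 note: 0% = DMSO with Hck plus Nef and 100% = Hck alone without Nef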
FXIIa inh 1536: factor XIIa (human) inhibition. hit rate 0.3% among 220,000. purified FXIIa, Boc-QGR-AMC fluorogenic substrate, 2 h. P00748. inhibition, % at 5 µM; in the data active = inhibition above about 40%;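 note: 0% = enzyme with no compound and 100% = blank without enzyme; many of its hits are not listed in these tables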
TNF death inh: TNF-alpha cell death inhibition in Jurkat FADD-/- cells; Jurkat FADD-/- TNF necroptosis rescue, ATP luminescence, 24 h; 0 = TNF only, 100 = no-TNF cells; activation (protection from cell death), % at 10 µM; hit rate 0.068% among 220,000;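 active = activation, meaning protection from cell death, of at least 50% relative to plate controls; inactive = activation below 50%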;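 note: necroptosis triggered by 40 ng/mL TNF-alpha added together with compound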
Thrombin inh: thrombin (human) inhibition; alpha-thrombin, Boc-VPR-AMC fluorogenic substrate cleavage; hit rate 0.26% among 220,000; P00734; inhibition, % at 5 µM; AID 1046;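 active = inhibition at or above 40%; inactive = inhibition below 40%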;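 note: 0% = enzyme with no compound and 100% = wells without enzyme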
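System: human alpha-thrombin protein; Compound dosing: one concentration per compound, 5 µM, with 0.2% DMSO; Timing: reaction at room temperature; Technique: AMC fluorescence, 355/460 nm; Controls: enzyme without compound as high, wells lacking enzyme as low.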
Rad51 HR inh: Rad51 (human) homologous recombination inhibition; hit rate 0.085% among 200,000; hRad51 DNA strand exchange, fluorescence dequenching; inhibition, % at 10 µM; AID 1385; Q06609;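 active = inhibition above 40% at the single screening dose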;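 note: 0% = DMSO control wells and 100% = blanks with heterologous ssDNA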
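Material: human Rad51–ssDNA filaments; Probe or stimulus: labelled 47-mer dsDNA for strand exchange; Doses: single 10 µM dose; Incubation: 37 °C 15-min filament assembly, 30-min compound preincubation, 15-min exchange; Technique: FRET fluorescence dequenching, excitation 485 nm, emission 520 nm; Measure: Fluorescence-based percent inhibition, control- and blank-normalised; Benchmarks: plate control and blank wells.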
KCC2 mod: modulates chloride dependent transport by human KCC2; hit rate 2.2% among 190,000; AID 1456; B-score of Tl+ flux slope (higher = more flux/activation; lower = inhibition) at 10 µM; KCC2 cells, thallium flux FluoZin-2 fluorescence; Q9H2X9;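 active = thallium flux slope and its plate-corrected score both differing from the plate sample mean at a set confidence after two filtering rounds, in either direction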;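 note: slope of fluorescence scaled to starting intensity during 10 to 20 s after thallium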
Active calls of the source: *; · = not tested or not shown.

Below each SMILES – L929 necroptosis	KLK5 inh	FXIa inh	Hck Nef HTS	FXIIa inh 1536	TNF death inh	Thrombin inh	Rad51 HR inh	KCC2 mod
- C/C(CC(=O)NCc1ccco1)=N\NC(=O)Cc1cccc2ccccc12
 : 1.1	4	-12	0	-10	-2.3	-3	0	-0.85
- Cc1sc2ncnc(OCC(=O)N3CCN(S(=O)(=O)c4ccccc4)CC3)c2c1C
 : -0.2	-14	0	1	9	0.7	2	9	0.16
- Cc1ccc(C2=NOC3(CC(=O)N(c4ccccc4)C3=O)C2)cc1 (stereo not drawn)
 : 0.2	-6	1	7	8	-1.4	-8	8	0.36
- Clc1ccc2c(NCc3ccccn3)ncnc2c1
 : 1.5	-1	-17	-18	11	2.4	-4	-2	1.4
- CC(C)N(C(=O)NC(=O)NCC1CCCO1)S(C)(=O)=O (stereo not drawn)
 : 0.2	2	0	0	4	-1.4	-6	1	·
- NNC(=O)/C(=C/c1cccs1)NC(=O)c1ccccc1Cl
 : 5.9	4	-3	15	9	0.4	-4	6	·
- Cc1ccc(-c2n[nH]c(=O)c3ccccc23)cc1S(=O)(=O)Nc1ccc(F)cc1
 : -0.7	2	6	12	11	-7.7	1	26	·
- COc1ccc([N+](=O)[O-])cc1NC(=O)CSCc1ccc(Br)cc1
 : 0.3	-4	8	13	17	9.4	4	9	-0.55
- COC(=O)Cc1ccc(NC(=O)c2ccc(C(C)(C)C)cc2)cc1
 : 27	-24	-9	1	4	-11	-3	1	·
- COc1ccccc1NS(=O)(=O)c1cc(N/C(=N\S(=O)(=O)c2ccccc2)c2ccc(F)cc2)ccc1Cl
 : -0.3	-21	-3	4	-1	3.9	-13	-2	-0.78
- Cc1ccc(/C=N/NC(=O)c2ccc3nc[nH]c3c2)o1
 : 1.0	4	3	-7	6	-0.3	-1	-10	·
- Cc1ccc(S(=O)(=O)C(CCC(=O)c2ccc(Cl)cc2)C(N)=O)cc1 (stereo not drawn)
 : 0.2	-11	1	2	20	-1.6	3	9	-1.9
- COc1ccc(CCNC2CC(=O)N(CCc3ccc(OC)c(OC)c3)C2=O)cc1OC (stereo not drawn)
 : -0.8	-10	2	0	19	-0.4	-8	-6	·
- Nc1nnc(N2CCCCC2)s1
 : -0.5	-4	4	1	8	-0.8	6	·	-0.1
- COc1ccc(OC)c(N(CC(=O)O)S(=O)(=O)c2ccc(OC)c(OC)c2)c1
 : 3.9	15	5	-2	12	1.3	-4	9	-0.0057
- CC(=O)Nc1c(O)nc(SCC(=O)Nc2nnc(CC(C)C)s2)[nH]c1=O
 : 0.7	-27	1	-2	10	1.1	2	-3	·
- CCCCCCCCN1C(=O)N(C)C(N(O)C(=O)NC)C1(C)C (stereo not drawn)
 : 0.6	-10	7	-1	16	-0.6	2	-7	0.85
- COc1ccc(CNC(=O)CCSCc2ccccc2C)cc1
 : 1.6	-18	-9	1	1	-0.1	-4	2	-2
- CC1(C(=O)N(CC(=O)NC2CCCC2)C2CCCC2)CC(=O)N=C2C=CC=CN21 (stereo not drawn)
 : 1.2	-49	22	-1	21	0.8	3	1	1.3
- Cc1ccc(N(C(=O)c2ccc3c(c2)OCO3)C2C=CS(=O)(=O)C2)cc1 (stereo not drawn)
 : 0.8	-5	3	0	14	0.3	0	0	-0.13
- COc1ccc([N+](=O)[O-])cc1NC(=S)NC(C)=O
 : 0.8	-27	-8	-11	-9	0.4	-3	5	1.7
- Cc1cccc(/C(N)=N/OC(=O)COc2ccc(Cl)c(C)c2)c1
 : 0.4	-8	4	3	5	1.0	-4	·	-0.0028
- COC(=O)c1cnn2c(C(F)(F)F)cc(-c3ccc(F)cc3)nc12
 : 0.0	-10	16	0	8	-1.4	2	-3	0.17
- O=S(=O)(NCc1ccccn1)c1ccc(Br)s1
 : 0.2	4	4	0	13	2.4	5	-8	·
- COC(=O)c1nc(-n2nc(C)cc2C)ccc1Cl
 : 0.7	10	-6	1	-2	2.1	-4	0	0.68
- Cc1cc(C)nc(/N=C2\NC(=O)CC(C(=O)O)N2c2ccc(F)c(Cl)c2)n1 (stereo not drawn)
 : 1.6	-4	-4	13	1	0.1	-3	·	0.58
- CCOc1ccc(CCNC(=O)c2cccc(C#N)c2)cc1OCC
 : 1.4	-7	-9	13	-3	-1.1	-18	8	-0.82
- CCOC(=O)c1sc(NC(=O)c2cccc(S(=O)(=O)N3CCc4ccccc43)c2)c(C#N)c1C
 : -0.8	5	3	18	10	-8.0	-1	0	1
- CN1CCN(C(=O)Cn2c(C(F)(F)F)nc3ccccc32)CC1
 : -0.2	-24	3	-11	20	1.8	4	·	-1.8
- CCOC(=O)c1ccc(N/C(=N\S(=O)(=O)c2ccc(F)cc2F)c2ccccc2)cc1
 : 1.9	-7	9	3	11	4.2	-4	-6	0.024
- COc1ccccc1NC(=O)Nc1cnccn1
 : 4.6	-12	-6	17	-3	-1.1	-5	8	0.13
- COc1ccc(C2C(C(=O)c3ccco3)=C(O)C(=O)N2c2nnc(C)s2)cc1 (stereo not drawn)
 : 0.4	7	-2	15	10	-0.9	-5	-15	·
- COc1cccc(/C=N/Nc2ncnc3scc(-c4ccccc4)c23)c1OC
 : 0.1	5	-2	-2	0	-4.7	-1	0	·
- COCCCNC(=O)c1ccc(N(C)S(=O)(=O)c2ccc(OC)cc2)cc1
 : 0.9	-23	29	1	19	0.5	0	7	-0.056
- Cn1ncc2c(Nc3ccc4ccccc4c3)ncnc21
 : 92*	-15	0	1	7	-2.6	-7	-1	·
- CC(=O)Cn1ncc(N2CCOCC2)cc1=O
 : 0.7	-18	-5	12	-2	0.0	2	11	0.087
- CCN(C(=O)COc1ncnc2sccc12)c1ccccc1
 : 1.0	1	-5	15	10	14	-3	-10	0.032
- CCOC(=O)c1c(CSCc2ccccc2)oc2ccc(O)c(CN(C)C)c12
 : 23	0	3	15	3	-8.9	-6	·	-1.8
- COCCNS(=O)(=O)c1cc(-c2nn(C)c(=O)c3ccccc23)ccc1C
 : 0.0	-15	-4	2	14	-1.0	2	-4	-0.9
- COc1ccccc1CCN=C(N)NS(=O)(=O)c1ccccc1
 : -0.2	-35	-4	7	1	1.2	-3	-3	0.0033
- COC(=O)CCC(NC(=O)OCc1ccccc1)C(=O)NC(CC(C)C)C(=O)OC (stereo not drawn)
 : 1.4	19	-1	-1	13	-4.5	0	-1	·
- COc1c(C)cc(C(=O)C2CCCN(C(=O)c3cccc(F)c3)C2)cc1C (stereo not drawn)
 : 0.6	·	3	12	18	0.1	3	·	-0.16
- CC(C)c1ccc(N=c2c([N+](=O)[O-])nn(-c3ccc4c(c3)OCCO4)n2O)cc1
 : -0.3	0	20	-1	21	-14	4	-2	0.016
- O=C(Nc1ccc(Cl)cc1)N1CCCN(c2ccc(C(F)(F)F)cc2[N+](=O)[O-])CC1
 : 0.9	-3	3	9	7	2.4	-4	4	·
- COc1cccc(NC(=O)c2oc3ccccc3c2NC(=O)c2ccc3c(c2)OCO3)c1
 : 0.7	-4	4	5	14	-2.5	1	-11	·
- COc1ccc2c(C)nc(Nc3nc(-c4ccccc4)cc(=O)[nH]3)nc2c1
 : 1.8	1	1	27	6	-12	0	16	0.15
- CC(C)(C)c1ccc(OCC(=O)N2CCN(C=O)CC2)cc1
 : 0.1	-19	-13	0	-1	-1.8	25	·	0.32
- CCOc1c2ccc(C(=O)NCc3ccco3)cc2nn1CC
 : 0.3	-38	-2	-1	0	-1.3	-3	-7	0.84
- CCc1nc(N2CCC3(CC2)OCCO3)c2nnn(Cc3ccccc3Cl)c2n1
 : -0.2	5	-2	1	10	-3.8	-3	-6	-0.26
- COCC(C)NCC(=O)NC(C)CCc1ccccc1 (stereo not drawn)
 : 0.6	-18	7	3	7	1.8	0	·	0.75
- COc1ccc(N2C(=O)C3CC(C)=C(C)CC3C2=O)c(OC)c1 (stereo not drawn)
 : -1.4	-13	-11	-2	0	0.4	-6	-2	0.64
- CN1c2ccccc2C(C)(C)C12C=Cc1cc(O)ccc1O2 (stereo not drawn)
 : -0.3	-2	1	0	11	-7.8	3	-21	·
- CN1/C(=C\C(=O)CSc2cccc[n+]2[O-])C(C)(C)c2ccccc21
 : 0.6	1	5	-15	9	-0.6	-10	-5	0.91
- Cc1oc2c(c1C(=O)NCc1cc(C(=O)O)co1)CCCC2
 : 0.0	39	4	1	27	-1.0	20	-13	-0.77
- CCN(C(=O)COC(=O)c1[nH]c(C)c(C(C)=O)c1C)C1CCS(=O)(=O)C1 (stereo not drawn)
 : 0.4	-7	3	0	12	0.6	0	-4	-0.029
- CS(=O)(=O)N1CCN(C(=O)c2cc(-c3cccnc3)nc3ccc(Cl)cc23)CC1
 : 1.0	-10	0	10	4	-0.7	5	7	0.23
- COC(=O)C(NC(=O)C(C)Oc1ccccc1)C(C)C (stereo not drawn)
 : -0.7	0	-3	6	2	-1.0	-5	2	0.71
- CSc1ccccc1NC(=O)c1c(Br)cnn1C
 : 0.2	-5	-4	-21	7	-2.3	0	-3	0.36
- COC(=O)Nc1ccc(S(=O)(=O)Nc2ccc(O)cc2)cc1
 : -0.5	-17	5	7	14	-1.0	2	6	1.6
- CCN1CCCC1CNC(=O)C(=O)Nc1ccccc1OC (stereo not drawn)
 : 0.1	-11	0	0	4	-2.5	4	2	·

Whole records as entered above. Order of values: L929 necroptosis	KLK5 inh	FXIa inh	Hck Nef HTS	FXIIa inh 1536	TNF death inh	Thrombin inh	Rad51 HR inh	KCC2 mod
CCOc1c2ccc(C(=O)NCc3ccco3)cc2nn1CC across the screens: 0.3	-38	-2	-1	0	-1.3	-3	-7	0.84
CCN1CCCC1CNC(=O)C(=O)Nc1ccccc1OC (stereo not drawn) across the screens: 0.1	-11	0	0	4	-2.5	4	2	·
CCc1nc(N2CCC3(CC2)OCCO3)c2nnn(Cc3ccccc3Cl)c2n1 across the screens: -0.2	5	-2	1	10	-3.8	-3	-6	-0.26
COC(=O)C(NC(=O)C(C)Oc1ccccc1)C(C)C (stereo not drawn) across the screens: -0.7	0	-3	6	2	-1.0	-5	2	0.71
CC(C)(C)c1ccc(OCC(=O)N2CCN(C=O)CC2)cc1 across the screens: 0.1	-19	-13	0	-1	-1.8	25	·	0.32

Taken from above:
`COc1ccc(N2C(=O)C3CC(C)=C(C)CC3C2=O)c(OC)c1` (stereo not drawn) @ L929 necroptosis: -1.4
`COC(=O)C(NC(=O)C(C)Oc1ccccc1)C(C)C` (stereo not drawn) @ TNF death inh: -1.0

Compound activity from PubChem BioAssay.

The list is partial, so the mix of outcomes need not match the whole.
